Bioassay records (PubChem)
NCI-60 one-dose screen, 48 h, at 10 µM unless noted. Numbers give growth in % (100 = growth as untreated, 0 = no growth, -100 = all killed).
SK-MEL-28 = SK-MEL-28 melanoma. actives 4.1% (n = 81,000). AID 1794761
SK-MEL-5 = SK-MEL-5 melanoma | actives 6.4% (n = 80,000)
T-47D = T-47D breast cancer. actives 5% (n = 79,000)
SK-MEL-2 = SK-MEL-2 melanoma | actives 4.7% (n = 77,000)
LOX IMVI = LOX IMVI melanoma. actives 7.4% (n = 79,000)
HS 578T = HS 578T breast cancer. actives 4.1% (n = 78,000). AID 1794788
BT-549 = BT-549 breast cancer; AID 1794793; actives 4.4% (n = 78,000)
MDA-MB-435 = MDA-MB-435 melanoma. actives 7.8% (n = 82,000). AID 1794794
The depositor's hits bear a star; nt = not tested or not shown. Rule for the calls: active = growth percent below 10; inactive = the rest.

No.	SMILES	SK-MEL-28	SK-MEL-5	T-47D	SK-MEL-2
1	COc1ccc(C2c3ccc4ccccc4c3Oc3ncn(CCCN(C)C)c(=N)c32)cc1 (centres undefined)	106	95	99	107
2	COc1ccc(Cc2nn(CC(=O)N/N=C/c3ccc(C(F)(F)F)cc3)c(=O)c3c(C)noc23)cc1	108	105	88	106
3	N#C/C(=C\C=C\c1ccc(-c2cc(Cl)ccc2Cl)o1)c1nc2ccccc2s1	118	97	85	104
4	CC1CC2(CC(CN(C3CCCCC3)C3CCCCC3)OC2=O)C(=O)O1 (centres undefined)	110	100	103	130
5	COc1ccc(NC(=O)c2sc3nc(C)c(C(C)O)cc3c2N)cc1 (centres undefined)	95	96	88	95
6	CC(C)Nc1ncnc2c1cnn2C	96	99	87	nt
7	NS(=O)(=O)c1ccc(N/C=C/C(=O)c2cc3ccccc3oc2=O)cc1	111	93	89	109
8	N#Cc1c(-c2ccc(Cl)cc2)nc(SCC(=O)c2ccccc2)[nH]c1=O	98	99	93	106
9	COc1ccc(S(=O)(=O)N2C(=O)N[C@H](OC)[C@H]2OC)cc1	104	113	103	125
10	CCC1(CC)C(=O)N(c2ccccc2)C(=N)N(c2ccccc2)C1=O	120	104	104	103
11	O=c1[nH]nc(-c2ccc(Cl)cc2)cc1Cc1cccc([N+](=O)[O-])c1	109	79	85	174
12	CC(C)CC(NC(=O)C(CCC(=O)O)NC(=O)C(CC(=O)O)NC(=O)C(CCCCN)NC(=O)C(C)NC(=O)C(NC(=O)C(CCC(=O)O)NC(=O)C(CC(=O)O)NC(=O)CNC(=O)C(CCCN=C(N)N)NC(=O)C(N)CCCN=C(N)N)C(C)O)C(N)=O (centres undefined)	118	106	107	88

No.	LOX IMVI	HS 578T	BT-549	MDA-MB-435
1	84	119	88	61
2	96	88	90	102
3	91	100	104	102
4	97	94	112	99
5	103	105	99	95
6	105	98	120	99
7	93	92	96	100
8	101	95	100	94
9	101	95	110	100
10	106	121	103	121
11	93	49	133	112
12	95	107	112	99

Additional compounds
No.	SMILES	SK-MEL-28	SK-MEL-5	T-47D	SK-MEL-2
13	O=C1N/C(=N/O)S/C1=C/c1cn(-c2ccccc2)nc1-c1ccccc1	113	102	nt	100
14	ClCC1CCCO1 (centres undefined)	106	100	110	106
15	CSC1=NC2C(N(C)C(=O)N2C)N1/N=C/C=C/c1ccco1 (centres undefined)	102	99	97	95
16	CC1=C(c2cc(-c3ccc(Cl)cc3)nc(=O)[nH]2)C(c2ccccc2)NC(=S)N1 (centres undefined)	103	89	76	107
17	C=CCc1cc(/C(CC)=C(/CC)c2ccc(O)c(CC=C)c2)ccc1O	96	42	55	119
18	CC(=O)CCn1[nH]c(=O)c2ccccc2c1=O	109	104	103	103
19	O=C(CS)Nc1ccc2ccccc2c1	102	92	91	116
20	c1ccc2c(N3CCOCC3)c3c(nc2c1)CCCC3	113	94	93	112
21	C=C1C(=O)O[C@H]2[C@H]1CC/C(CNC(=O)/C=C/c1ccccc1)=C\CC[C@@]1(C)O[C@@H]21	-38*	41	-12*	41
22	CCOc1ccccc1-c1nc2ccccc2s1	115	98	86	112
23	COc1cc2nc(NC3CCCC3)nc(NC3CCN(C(C)C)CC3)c2cc1OC	87	68	17	101
24	Cc1ccc([N+](=O)[O-])c(C)n1	100	114	102	120

No.	LOX IMVI	HS 578T	BT-549	MDA-MB-435
13	69	83	92	106
14	102	110	110	113
15	104	92	97	100
16	86	101	85	103
17	71	nt	60	90
18	103	111	104	102
19	87	nt	118	116
20	98	92	104	105
21	-88*	29	-57*	-8.5*
22	94	112	95	113
23	84	80	77	-34*
24	103	nt	nt	100

Reprinted at random: three entries already listed.
No.	SMILES	SK-MEL-28	SK-MEL-5	T-47D	SK-MEL-2
18	CC(=O)CCn1[nH]c(=O)c2ccccc2c1=O	109	104	103	103
13	O=C1N/C(=N/O)S/C1=C/c1cn(-c2ccccc2)nc1-c1ccccc1	113	102	nt	100
22	CCOc1ccccc1-c1nc2ccccc2s1	115	98	86	112

No.	LOX IMVI	HS 578T	BT-549	MDA-MB-435
18	103	111	104	102
13	69	83	92	106
22	94	112	95	113

Other results.
No.	SMILES	SK-MEL-28	SK-MEL-5	T-47D	SK-MEL-2
25	CC1(C)N=C(N)N=C(N)N1c1ccc(S(C)(=O)=O)cc1	109	105	92	99
26	C[C@@H]1CC[C@@H]2[C@@H]1[C@H](OC(=O)/C=C/c1ccccc1)[C@]1(CCCOCCOCCOCCOC(=O)CCCC[C@@H]3SC[C@@H]4NC(=O)N[C@@H]43)C[C@@H](OC(=O)CO)[C@@]2(C)O1	108	105	92	108
27	COc1cc(-c2cc(-c3ccc(Nc4ccnc5cc(Cl)ccc45)cc3)nc(N3CCOCC3)n2)cc(OC)c1OC	7.1*	28	13	84
28	CC(=O)c1cccc(OCCCOc2cccc(C(C)=O)c2)c1	115	103	102	116
29	O=C(NC1CCC(C(=O)O)CC1)OCc1ccccc1 (centres undefined)	101	105	101	nt
30	CCCCCOC(=O)N1CCCCC1CCC (centres undefined)	106	105	101	113
31	CCN(CC)CCOc1ccc(/C(=C(\C)Cc2ccc(OC)cc2)c2ccc(O)cc2)cc1	-71*	-96*	20	-46*
32	O=C(/C=C/c1ccccn1)c1ccccc1	100	75	67	79
33	CC(=O)N1c2ccccc2S(=O)(=O)c2c1ccc1ccccc21	119	101	92	100
34	CCOC(=O)Nc1cccnc1	98	104	104	104
35	Nc1nc(Nc2ccccc2SSc2ccccc2Nc2nc(N)nc(-c3cccc(Br)c3)n2)nc(-c2cccc(Br)c2)n1	99	91	63	109
36	CCOC(=O)C(C(C)=O)C(CC(C)=O)c1ccc(OC)cc1 (centres undefined)	107	105	81	84

No.	LOX IMVI	HS 578T	BT-549	MDA-MB-435
25	93	100	90	101
26	106	99	99	100
27	4.8*	3.1*	24	-35*
28	93	107	nt	101
29	97	102	131	115
30	102	101	111	107
31	-65*	33	57	-68*
32	-31*	nt	nt	52
33	92	94	112	97
34	99	110	101	96
35	-62*	74	nt	94
36	96	106	101	103

(more compounds)
No.	SMILES	SK-MEL-28	SK-MEL-5	T-47D	SK-MEL-2
37	CC(C)(COC(=O)C(c1ccccc1)c1ccccc1)CN1CCOCC1	115	103	75	90
38	COC(=O)CCCCCCCCC1(C)C=CC(C(C)O)=CC1 (centres undefined)	119	99	100	104
39	O=C1/C(=C\c2ccc(Cl)cc2)CN(C(=S)Nc2ccccc2)C/C1=C\c1ccc(Cl)cc1	-60*	-73*	-2.8*	-28*
40	N#Cc1c(-c2cccs2)cc(-c2cnccn2)nc1SCC(=O)NN	95	95	88	105
41	O=C1Nc2ccccc2/C1=C/c1cn(CCCn2c3ccccc3c(=O)c3ccccc32)c2ccccc12	107	75	74	84
42	COC(=O)[C@]1(C)CCC[C@]2(C)[C@H]3C[C@H]4C(C(C)C)=C[C@]3(CC[C@H]21)[C@@H]1C(=O)CC[C@H](OCCC#N)[C@@H]14	101	79	66	87
43	SCCc1ccncc1	108	105	89	100
44	CCCCC(=O)OCc1cc(=O)c(O)co1	103	105	107	108
45	Cc1cc(C)c(S(=O)(=O)n2ccnc2)c(C)c1	97	105	104	101
46	COc1ccc(NS(=O)c2c(C)cc(C)cc2C)cc1 (centres undefined)	112	92	94	92
47	CO[C@H]1CC(O[C@@H]2/C(C)=C/C[C@@H]3C[C@@H](C[C@]4(CC[C@H](C)[C@@H](C5CCCCC5)O4)O3)OC(=O)[C@@H]3C=C(C)/C(=N/O)[C@H]4OC/C(=C\C=C\[C@@H]2C)[C@]43O)O[C@@H](C)C1O (some centres undefined)	-87*	nt	-78*	-72*
48	N#CC1=C(Nc2ccccc2Cl)SC(c2ccccc2O)NC1=O (centres undefined)	109	103	111	114

No.	LOX IMVI	HS 578T	BT-549	MDA-MB-435
37	91	99	97	106
38	97	117	108	112
39	-80*	-23*	-67*	-82*
40	80	101	92	100
41	86	85	85	95
42	90	80	87	85
43	101	96	92	97
44	99	98	110	99
45	96	103	112	91
46	74	73	59	87
47	-93*	-44*	-88*	-86*
48	98	116	111	120

Further entries follow:
No.	SMILES	SK-MEL-28	SK-MEL-5	T-47D	SK-MEL-2
49	CCCC[N+](C)(N)CCCC	109	108	88	108
50	Nc1nc2ncccc2n2cc3ccccc3c12	115	53	94	93
51	COc1ccc(C2SC(C)C(=O)N2NC(=O)c2[nH]c3ccc(F)cc3c2-c2ccccc2)cc1 (centres undefined)	106	96	84	98
52	Cc1cccc(C/C=C/C(=O)c2ccc3c(c2)Nc2ccccc2S3)c1	93	82	87	99
53	CCO/C=N/C1=C(C#N)C(c2ccc(F)cc2)c2sc3c(CC)cccc3c2O1 (centres undefined)	61	27	43	43
54	O=C1OC(=O)c2c1ccc1ccccc21	105	100	96	107
55	CN(C)CCS(=O)(=O)Nc1cc(-c2ccc3ncc(C#N)c(Nc4ccc(F)c(Cl)c4)c3c2)cnc1Cl	-31*	-90*	-30*	-40*

No.	LOX IMVI	HS 578T	BT-549	MDA-MB-435
49	87	115	91	102
50	16	nt	76	58
51	102	84	98	74
52	86	44	98	95
53	15	32	28	-13*
54	101	106	126	107
55	-61*	-11*	-60*	-77*

Only SK-MEL-5, BT-549 and LOX IMVI, for some of the entries so far:
#	SMILES	SK-MEL-5	BT-549	LOX IMVI
49	CCCC[N+](C)(N)CCCC	108	91	87
50	Nc1nc2ncccc2n2cc3ccccc3c12	53	76	16
51	COc1ccc(C2SC(C)C(=O)N2NC(=O)c2[nH]c3ccc(F)cc3c2-c2ccccc2)cc1 (centres undefined)	96	98	102
52	Cc1cccc(C/C=C/C(=O)c2ccc3c(c2)Nc2ccccc2S3)c1	82	98	86
53	CCO/C=N/C1=C(C#N)C(c2ccc(F)cc2)c2sc3c(CC)cccc3c2O1 (centres undefined)	27	28	15
